# CendR NRP1 mod: NRP-1/CendR interaction modulation. AID 602438. FAM-RPARPAR peptide binding to NRP-1, fluorescence polarization. inhibition, % at 25 µM. actives 0.85% (n = 360,000);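 active = inhibition or corrected inhibition above about 18%, plus a signal ratio from 0.5 to 1.5, limit read from the data, passing the limit was not always enough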; also: strong numbers were not always called active
# Scp-1 inhibitor: blocks human Scp-1 phosphatase activity | Q9GZU7 | Recombinant Scp1, phosphopeptide, malachite green phosphate absorbance | inhibition, % at 20 µM | actives 0.88% (n = 340,000);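 active = inhibition above about 50% at 20 µM, limit read from the data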;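 also: plate controls were DMSO wells with enzyme for no effect and wells lacking enzyme for full effect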
# Target sequence (Q9GZU7 76-261 limits assumed): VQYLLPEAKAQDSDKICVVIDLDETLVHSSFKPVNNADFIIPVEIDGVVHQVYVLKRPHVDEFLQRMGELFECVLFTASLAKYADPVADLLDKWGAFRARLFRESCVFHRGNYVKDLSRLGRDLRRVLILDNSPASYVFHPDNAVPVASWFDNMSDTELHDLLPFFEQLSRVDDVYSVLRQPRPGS
#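 Material: truncated SCP-1 phosphatase (76-261aa) / Buffer or medium: 50 mM Tris acetate pH 5.5, 0.005% Tween-20, 10 mM MgCl2 / Compound dosing: one concentration, 20 µM, with 1.0% DMSO / Incubation: 45 min room-temperature reaction, 5 min colour, 30 min stabiliser / Detection: colorimetric free-phosphate detection, absorbance 630 nm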
# DNMT1 inh: DNMT1 (human) enzyme inhibition. DNMT1 molecular beacon, Hinp1I cleavage, fluorescence. P26358. actives 0.83% (n = 360,000). inhibition (reported as % activation of signal), % at 10 µM; in the data active = inhibition above about 50%
# TbMetRS inhib: blocks T. brucei methionyl-tRNA synthetase activity | AID 624268 | purified T. brucei MetRS, ATP depletion, Kinase-Glo luminescence | inhibition, % at 11.9 µM | actives 0.4% (n = 360,000);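 active = inhibition above a per-plate cutoff of the control wells' mean inhibition plus 3 SD, cut at about 5.5% in these data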;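 also: 0% = DMSO wells median and 100% = median of wells with control inhibitor compound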
#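 Dosing: 11.9 µM compound single dose, 0.9% DMSO; Assay system: purified T. brucei MetRS enzyme; Measured by: Kinase-Glo luciferase luminescence reporting remaining unconsumed ATP; Schedule: 15 min plus 2 h at 25 °C.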
# Neddylation inh: inhibitors of human cullin neddylation. P61081+Q13564. TR-FRET cullin neddylation, biochemical. calls only at 25 µM. actives 0.58% (n = 360,000). AID 651699; in the data active = inhibition above about 36%
# SUMO1 PPI mod: alters human SUMO1 binding to SIM partners | SUMO1 binding to a labelled peptide, TR-FRET, 1 h | inhibition, % at 20 µM | actives 0.33% (n = 360,000) | P63165; in the data active = inhibition above about 37%
# Target sequence (P63165 whole entry, looked up): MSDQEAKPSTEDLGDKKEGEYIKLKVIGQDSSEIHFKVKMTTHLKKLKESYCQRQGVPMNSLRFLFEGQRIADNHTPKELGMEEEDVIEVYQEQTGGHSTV
# LMPTP inh: blocks human LMPTP phosphatase | inhibition, % at 20 µM | actives 0.22% (n = 360,000) | recombinant LMPTP-A, OMFP fluorogenic substrate, fluorescence intensity;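 active = compounds that cut the enzyme signal by at least half of the control window in the single-dose screen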;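 also: plate controls were DMSO wells with enzyme plus substrate for no effect and substrate without enzyme for full effect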
# Target sequence (P24666 whole entry, looked up): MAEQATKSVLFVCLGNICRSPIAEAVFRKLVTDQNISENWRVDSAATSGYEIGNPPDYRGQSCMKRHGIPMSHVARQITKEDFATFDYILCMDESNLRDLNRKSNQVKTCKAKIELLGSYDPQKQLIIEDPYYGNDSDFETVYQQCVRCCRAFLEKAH
#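 Test system: LMPTP-A phosphatase enzyme. Amount: LMPTP-A at 0.625 nM final in the reaction. Reagent: OMFP substrate, 400 µM final. Times: 50 min at room temperature. Signal: endpoint fluorescence intensity from OMFP dephosphorylation. Read-out basis: % inhibition. Benchmarks: no-enzyme and uninhibited controls.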
# SKN-1 inh: inhibitors of C. elegans SKN-1. inhibition, % at 21.8 µM. C. elegans VP596 Pgst-4::GFP/RFP ratio, acrylamide-induced, 24 h. actives 0.49% (n = 360,000). AID 624304;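 active = interference check ratio from 0.5 to 1.5 plus GFP to RFP signal ratio inhibition reaching or exceeding a fixed threshold, cut at about 30% in these data, passing the limit was not always enough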; also: some compounds called inactive have numbers as strong as hits
# NadD inh: inhibitors of Staphylococcus aureus NadD; purified NadD enzyme, colorimetric absorbance read-out; AID 602399; inhibition, % at 20 µM; actives 0.78% (n = 360,000); in the data active = inhibition above about 26%; also: some compounds past the cut are filed as inactive
# STEP inh: blocks human striatal-enriched tyrosine phosphatase; P54829; recombinant STEP, OMFP fluorogenic substrate, fluorescence; inhibition, % at 20 µM; actives 0.25% (n = 360,000);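 active = inhibition at 20 µM, scaled per plate between control wells, above about 37%, limit read from the data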;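 also: 0% = DMSO with enzyme and substrate and 100% = substrate only without enzyme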
# Target sequence (P54829 whole entry, looked up): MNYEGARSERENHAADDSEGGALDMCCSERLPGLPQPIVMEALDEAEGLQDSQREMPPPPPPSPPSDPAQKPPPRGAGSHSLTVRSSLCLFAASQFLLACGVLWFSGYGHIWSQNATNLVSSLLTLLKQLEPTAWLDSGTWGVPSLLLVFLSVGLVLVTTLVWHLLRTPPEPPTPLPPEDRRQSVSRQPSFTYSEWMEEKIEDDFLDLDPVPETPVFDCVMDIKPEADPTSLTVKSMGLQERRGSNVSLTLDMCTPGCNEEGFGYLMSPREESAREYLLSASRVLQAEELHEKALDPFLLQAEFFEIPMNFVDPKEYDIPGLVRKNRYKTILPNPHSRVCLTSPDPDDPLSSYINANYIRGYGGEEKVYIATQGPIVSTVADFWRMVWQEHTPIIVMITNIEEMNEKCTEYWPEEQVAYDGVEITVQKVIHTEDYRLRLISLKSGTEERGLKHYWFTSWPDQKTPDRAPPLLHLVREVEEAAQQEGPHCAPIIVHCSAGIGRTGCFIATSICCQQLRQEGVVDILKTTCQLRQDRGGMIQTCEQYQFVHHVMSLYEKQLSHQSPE
#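 Material: STEP (striatal-enriched tyrosine phosphatase) enzyme, cell-free | Medium: 50 mM Bis-Tris pH 6.0 with 2.5 mM DTT and 0.005% Tween 20 | Read-out: Percent inhibition scaled to no-enzyme and uninhibited-enzyme controls, plate-pattern corrected | Signal: Fluorescence read at 480 nm ex / 540 nm em | Times: 20 min reaction, room temperature, in the dark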
# An asterisk follows results filed as active; i = inactive; x = no result given.
SMILES,CendR NRP1 mod,Scp-1 inhibitor,DNMT1 inh,TbMetRS inhib,Neddylation inh,SUMO1 PPI mod,LMPTP inh,SKN-1 inh,NadD inh,STEP inh
Cn1c(SCC(=O)Nc2cccc3ccccc23)nc(O)cc1=O,-5,-13,-4,0.2,i,1,-1.4,18,-1,1
Nc1c(NCc2ccccc2F)c(=O)[nH]c(=O)n1Cc1ccccc1,-7,-12,-7,-1.7,i,-9,0.1,11,3,-1
CC(C)(C)c1[nH]nc2c1C(c1ccncc1)C(C#N)=C(N)O2 (stereo not drawn),7,6,-4,-0.6,i,-4,-1.0,-16,-5,2
O=C1CC(c2ccc(S(=O)(=O)NCCOc3ccccc3)cc2)CN1 (stereo not drawn),-10,12,6,-0.1,i,-1,-0.7,-29,-3,0
CC(C)CC(C(=O)NC(C)(C)C)N(Cc1ccccc1Cl)C(=O)c1snc(C(N)=O)c1N (stereo not drawn),7,-7,-1,-0.5,i,-2,0.1,8,-2,0
N#Cc1c(N)n(-c2ccc(C(=O)O)cc2)c2nc3ccccc3nc12,-78,0,-6,0.3,x,5,1.2,1,-2,1
CC1CCN(c2nc3c(c(=O)[nH]c(=O)n3C)n2CCSc2ncccn2)CC1,5,6,4,-1.0,i,0,-0.6,-2,-8,-1
CCOC(=O)C1CCCN(C(=O)c2cn(-c3ccccc3)nc2-c2cccnc2)C1 (stereo not drawn),12,-2,-1,-0.4,i,-33,-10,17,8,-4
O=C(CSc1nnc(SCc2ccccc2)s1)N/N=C/c1c(Cl)cccc1Cl,-7,-12,0,0.3,i,1,1.4,-9,-10,-2
CC(C)c1cccc(-c2csc(C(C)(O)c3ccc(F)c(F)c3)n2)c1 (stereo not drawn),16,x,-11,-0.4,i,-4,2.6,11,-5,-1
Cc1nn(-c2ccccc2)c(Cl)c1C(=O)NCC(=O)O,7,4,0,1.6,i,-2,-0.2,9,0,2
Cc1cc(C)cc(Cn2cc(CN3CC(N(C)C)CS3(=O)=O)nn2)c1 (stereo not drawn),9,x,x,-0.6,i,-3,-1.6,1,-3,x
Cc1ccc(NC(=O)CC2S/C(=N/N=C/C=C/c3ccccc3)NC2=O)cc1Cl (stereo not drawn),10,0,42,-1.2,i,-2,0.9,7,32*,2
CN(C1CCCCC1)S(=O)(=O)c1cn(C)c(=O)n(C)c1=O,16,3,5,-0.3,i,3,-0.7,5,-5,-1
O=C1CSC(=S)N1c1ccc(Cl)c(Cl)c1,6,-10,1,-1.3,i,4,0.1,9,-3,3
CC12CCC(C(=O)NC(c3ccccc3)c3ccccc3)(OC1=O)C2(C)C (stereo not drawn),-6,-4,2,-0.3,i,0,-0.6,10,-9,-4
O=C(NCc1ccc(F)cc1)c1ccc2c(=O)n3c(nc2c1)CCCCC3,-15,7,1,0.2,i,-6,0.1,9,1,-1
CC(Oc1ccccc1)C(=O)Nc1nnc(S(=O)(=O)N2CCCCCC2)s1 (stereo not drawn),-5,-13,2,-0.7,i,9,1.0,6,1,0
NC(=O)c1ccsc1NC(=O)COC(=O)c1ccc(Cl)nc1,-10,10,0,-0.4,i,4,5.0,-6,16,1
O=C(c1ccc(C(=O)N2CCOCC2)s1)N1CCOCC1,0,0,-4,-0.1,i,7,-2.1,5,-3,-1
COc1ccc(C(=O)NCc2ccc(C)cc2)cc1S(=O)(=O)N1CCCc2ccccc21,11,-19,-4,0.0,i,-4,3.6,20,-3,1
CCOc1ccccc1CNc1nc2nc3c(c(=O)n2[nH]1)CCC3,-8,-2,0,-1.0,i,4,-1.1,-7,3,-2
Cc1ccccc1Cn1nnc2c1C(=O)c1ccccc1C2=O,-11,-25,-14,-0.6,i,-19,-0.8,34,10,10
O=C(O)/C(=C\c1ccccc1OC(F)F)c1ccc(-c2ccccc2)cc1,-8,-7,-4,-0.1,i,-6,1.1,7,8,3
OCC1(CCOc2ccccc2)CCN(Cc2cn[nH]c2-c2ccccc2)CC1,2,5,2,-0.6,i,-4,-0.1,3,-1,4
O=C(c1ccc(COCC(F)(F)F)cc1)N1CCN(c2ccccn2)CC1,-14,2,4,-0.7,i,4,0.3,2,-11,0
CC(C)CCN1CCN(Cc2ccc(Oc3ncccn3)cc2)CC1CCO (stereo not drawn),-5,-8,3,0.0,i,-2,-0.7,-9,-5,1
COc1ccc(OC)c(Cc2nnc(CCC(=O)NCc3ccc(C)s3)o2)c1,-8,-1,1,-0.8,i,12,-0.2,-4,1,-3
CCOC(=O)C1(CCOc2ccccc2)CCN(Cc2ccc(F)c(OC)c2)CC1,-1,0,5,-0.4,i,-1,1.3,-2,-8,-5
O=C(/C=C/c1ccc2c(c1)OCO2)NCCCN1CCOCC1,-7,-4,0,0.0,i,-4,-1.3,-2,-7,0
Cc1cc(C(=O)COC(=O)C2CCN(C(=O)c3ccc(Cl)cc3)CC2)c(C)n1CC1CCCO1 (stereo not drawn),-3,-12,0,0.5,i,4,-0.4,5,-4,1
Cc1ccc(C(=O)CCC(=O)NCc2ccc(Cl)cc2)cc1,-9,-8,-1,-0.3,i,2,-0.4,6,9,2
O=Cc1cn(CCC(=O)O)nc1-c1cc2ccccc2o1,-11,-2,19,-0.5,i,-1,-1.1,12,-2,-2
COc1ccccc1NS(=O)(=O)c1cc(C(=O)N2CC(C)CC(C)C2)ccc1C (stereo not drawn),-4,2,-4,-1.1,i,5,0.1,5,1,0
CC1=C(C)CC(C(=O)NC(C)CCc2ccccc2)C(C(=O)O)C1 (stereo not drawn),12,-4,-1,0.2,i,5,0.1,-3,0,-2
CCCCOc1ccc(C(=O)OCC(=O)c2c(N)n(C)c(=O)n(C)c2=O)cc1,1,-7,0,0.0,i,6,0.7,8,-3,-1

# Three entries from above, ordered by the number in DNMT1 inh, low to high.
SMILES,CendR NRP1 mod,Scp-1 inhibitor,DNMT1 inh,TbMetRS inhib,Neddylation inh,SUMO1 PPI mod,LMPTP inh,SKN-1 inh,NadD inh,STEP inh
Cc1cc(C(=O)COC(=O)C2CCN(C(=O)c3ccc(Cl)cc3)CC2)c(C)n1CC1CCCO1 (stereo not drawn),-3,-12,0,0.5,i,4,-0.4,5,-4,1
OCC1(CCOc2ccccc2)CCN(Cc2cn[nH]c2-c2ccccc2)CC1,2,5,2,-0.6,i,-4,-0.1,3,-1,4
CCOC(=O)C1(CCOc2ccccc2)CCN(Cc2ccc(F)c(OC)c2)CC1,-1,0,5,-0.4,i,-1,1.3,-2,-8,-5

# (further entries)
SMILES,CendR NRP1 mod,Scp-1 inhibitor,DNMT1 inh,TbMetRS inhib,Neddylation inh,SUMO1 PPI mod,LMPTP inh,SKN-1 inh,NadD inh,STEP inh
O=C(N/N=C/c1ccccc1OC(F)F)c1cc(-c2ccncc2)nc2ccccc12,-9,-6,-1,0.5,i,-15,1.2,9,8,0
O=C(NCc1ccccc1)C(C(=O)c1ccc(F)cc1)n1ccccc1=O (stereo not drawn),8,-6,-8,0.3,i,1,-0.5,7,2,-2
COc1ccc(C(=O)Cc2cc(OC)c(OC)cc2[N+](=O)[O-])cc1,-4,-3,-7,0.0,i,-19,-0.3,12,1,0
Cc1ccc(NC(=S)NCc2ccc(S(N)(=O)=O)cc2)cc1Cl,8,-10,-1,-0.1,i,4,0.1,11,-3,-3
COc1ccccc1NC(=O)C12CC3CC(C1)CC(c1ccc(C)cc1)(C3)C2,2,18,4,-0.5,i,0,5.3,4,-3,8
CC(C)N1CCN(CCCc2ccccc2)CC1CCO (stereo not drawn),-2,1,2,-0.8,i,4,-1.2,1,-5,2
CC(C)C1C(=O)N(Cc2cn(CCC3OCCO3)nn2)CCS(=O)(=O)N1Cc1ccc(-c2cccc(CO)c2)cc1 (stereo not drawn),-3,x,1,-0.9,i,2,1.0,4,-2,-1
COCCn1c(SCC(=O)c2c(N)n(C3CC3)c(=O)[nH]c2=O)nnc1-c1ccc(Cl)cc1,3,-2,2,0.1,i,0,-0.8,-10,3,0
CC(=O)Nc1c(Br)cc2c(c1Br)Cc1cc([N+](=O)[O-])ccc1-2,11,-12,-11,-0.4,i,-40,-0.1,5,-1,2
CC(CC(=O)Nc1ncc([N+](=O)[O-])s1)c1ccccc1 (stereo not drawn),2,1,11,-0.9,i,-17,0.3,-4,-4,-3
Cc1ccc(NC(=O)CSCC(=O)N(C)CC(=O)Nc2cccc(F)c2)cc1,-5,-6,1,-0.1,i,2,0.1,-8,-2,0
CCOc1cc(CNc2ccc(S(N)(=O)=O)cc2)ccc1OCC(=O)NC(C)(C)C,8,5,2,-1.6,i,1,1.1,-5,-3,-2

# The list goes on, overlapping the part above by 2 compounds.
SMILES,CendR NRP1 mod,Scp-1 inhibitor,DNMT1 inh,TbMetRS inhib,Neddylation inh,SUMO1 PPI mod,LMPTP inh,SKN-1 inh,NadD inh,STEP inh
Cc1ccc(NC(=O)CSCC(=O)N(C)CC(=O)Nc2cccc(F)c2)cc1,-5,-6,1,-0.1,i,2,0.1,-8,-2,0
CCOc1cc(CNc2ccc(S(N)(=O)=O)cc2)ccc1OCC(=O)NC(C)(C)C,8,5,2,-1.6,i,1,1.1,-5,-3,-2
COc1ccccc1CNC(=O)CSc1ccc(Br)cc1,6,-5,1,0.0,i,3,-0.8,10,-7,-2
O=C(CN1CCc2cc3c(cc2C1)OCCCO3)Nc1cccc(Br)c1,-10,-2,-5,-0.2,i,-2,2.1,12,-2,-1
Cc1nc2scc(-c3ccccc3)c2c(=O)n1/N=C/c1ccco1,3,6,5,-1.8,i,-1,-2.3,10,-1,1
N#Cc1cccc(Nc2c3c(nc4ccccc24)CCCC3)c1,2,-7,-6,-0.7,i,-2,16,0,2,0
Cc1ccccc1NC(=O)OCc1cn(-c2ccc(Cl)cc2)nn1,-16,-5,13,0.2,i,-3,-1.7,20,8,-4
O=C(Oc1ccc(Br)cc1C(=O)/C=C/c1ccccc1F)c1ccco1,10,-16,4,0.0,i,4,4.7,-5,-6,1
CCCCn1c(N)c(N(CCOC)C(=O)c2cc(S(=O)(=O)N3CCCCC3)ccc2Cl)c(=O)[nH]c1=O,-11,-5,1,-0.1,i,-4,-0.5,11,-3,-3
NC(=O)C1CCN(CC(O)COCc2ccccc2Cl)CC1 (stereo not drawn),-1,6,-2,-0.6,i,2,0.4,11,-3,-1
CCCCc1ccc(NC2=NCC(=O)N2CCc2ccccc2)cc1,8,0,5,-0.6,i,0,0.4,1,2,2
CC(C)(C)NCC(O)COc1ccccc1C1CCCC1 (stereo not drawn),-13,-6,-5,-1.2,i,3,0.2,3,-3,1
C[C@@H]1CN([C@@H](C)CO)C(=O)CCCn2nncc2CO[C@@H]1CN(C)S(=O)(=O)c1ccc(F)cc1,2,x,3,-0.4,i,1,-2.0,13,0,3
CCCCN(C)C(=O)Cn1nc(Cc2ccncc2)c2ccccc2c1=O,-5,-6,2,-0.8,i,-1,-0.2,15,-1,-4
Cc1ccc(C)c(C(=O)N2CCC(n3nccc3NC(=O)C3CC3)CC2)c1,15,-7,0,-0.1,i,3,-0.3,-6,-2,-1

# Bioassay records: PubChem, several laboratories
